High-throughput results deposited in PubChem BioAssay by National Center for Advancing Translational Sciences (NCATS).
PKM2 activator: increases activity of human pyruvate kinase M2; P14618; purified PKM2, Kinase-Glo ATP luminescence, activation; response scale: 0% is enzyme alone, no compound; Potency, µM (doses to about 57.5 µM), for the others: top-dose activation, actives largely listed as activators; hit rate 0.34% among 260,000; further: potency means the concentration at half of the fitted maximal effect; on the % scale 0 is the no-effect control and ±100 the full control effect; nearly all actives have a fitted effect of over 55% in size
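ATP formation by purified human PK-M2, quantified via coupled luciferase luminescence after 1 h at room temperature with 0.1 mM ADP and 0.5 mM PEP final.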
BCR signal inh: blocks chronic active B-cell receptor signaling; AID 493014; hit rate 0.05% among 340,000; ABC-DLBCL IkBa-CBG/CBR reporter, luminescence ratio, 4 h; Potency, µM (highest dose often 46.1 µM), without a hit: at the top dose ratio change, negative = lower green/red ratio, actives largely listed as inhibitors; active means well fitted inhibition curve with a large enough effect in the signal ratio, with a control signal flat, not every such curve was filed as active; inconclusive means small, poorly fitted or top-dose-only effect, or effect the other way, or a change in a side signal; the % refers to the signal ratio;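 further: potency means the concentration at half of the fitted maximal effect; plate controls were basal doxycycline-induced cells for no effect and cells given 10 µM MG132 for full effect; MG132 reads +100%, hits lower the ratio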
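TMD8 human ABC-DLBCL cells with doxycycline-inducible IκBα–green luciferase fusion and unfused red luciferase, in 0.5% FBS medium; compounds up to 46 uM, 4 h at 37C. Green/red luminescence ratio, filter-overlap corrected, fitted to concentration-response curves.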
USP2a block: USP2a (human) protease inhibition; AID 463254; O75604; hit rate 0.01% among 330,000; Potency, µM (titrated, usually from 38.3 µM), inactives show at the top dose activity change, negative = inhibition, usual class: inhibitors; USP2 core, Ub-CHOP2 coupled fluorogenic reporter, 485/531;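 further: potency means the concentration at half of the fitted maximal effect; plate controls were DMSO wells for no effect and full inhibition by NEM control for full effect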
Target sequence (O75604 whole entry, looked up): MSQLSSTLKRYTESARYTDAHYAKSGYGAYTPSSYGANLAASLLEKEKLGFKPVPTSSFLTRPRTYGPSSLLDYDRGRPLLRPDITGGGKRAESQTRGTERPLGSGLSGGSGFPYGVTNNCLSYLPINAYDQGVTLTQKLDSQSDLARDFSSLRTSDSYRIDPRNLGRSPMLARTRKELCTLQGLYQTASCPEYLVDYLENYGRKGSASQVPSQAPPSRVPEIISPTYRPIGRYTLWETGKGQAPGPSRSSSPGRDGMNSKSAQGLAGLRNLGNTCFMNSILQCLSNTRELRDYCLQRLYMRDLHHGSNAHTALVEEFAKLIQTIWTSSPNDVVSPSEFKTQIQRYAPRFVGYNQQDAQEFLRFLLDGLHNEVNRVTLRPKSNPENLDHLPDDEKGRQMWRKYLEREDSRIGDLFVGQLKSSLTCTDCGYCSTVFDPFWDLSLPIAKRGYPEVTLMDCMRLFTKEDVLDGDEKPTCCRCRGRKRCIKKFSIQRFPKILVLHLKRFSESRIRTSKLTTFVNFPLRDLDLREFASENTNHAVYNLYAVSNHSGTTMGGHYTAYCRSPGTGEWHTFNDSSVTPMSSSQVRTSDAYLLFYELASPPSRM
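Deubiquitinase activity read as fluorescence (485/531 nm) after Ub-CHOP2 cleavage activates the enterokinase reporter on its substrate; USP2 core 10nM, Ub-CHOP2 and substrate 25nM each, 30min compound preincubation then 60min RT; data normalized to NEM, curves fitted.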
TSHR antag: antagonists of human thyroid stimulating hormone receptor | P16473 | TSHR-expressing cells, TSH-stimulated cAMP HTRF, 2 h; hits give low values | activity change, negative = inhibition, % at 11.5 µM | hit rate 0.2% among 330,000;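 active means activity change below a set negative limit, meaning inhibition stronger than a set level, cut at about -70% in these data; inconclusive means activity change between two set negative limits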; further: on the % scale 0 is the no-effect control and ±100 the full control effect
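Competitive HTRF cAMP read-out (cryptate anti-cAMP antibody, cAMP-d2; 30 min, room temperature) in freshly harvested TSHR cells. Compounds added before TSH at EC80 (4nM final), followed by 2 hours' incubation at 37 deg C.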
Menin MLL FP TR: displaces Texas Red mutant MLL peptide from human menin | O00255 | Menin + Texas Red MLL mutant peptide, fluorescence polarization | Potency, µM (titrated, usually from 61.6 µM), for the others: at the highest dose FP activity change, negative = inhibition, usual class: inhibitors | hit rate 0.23% among 270,000; active means well fitted inhibition curve with a large enough effect in the polarisation, with a control signal flat, not every such curve was filed as active; inconclusive means small, poorly fitted or top-dose-only effect, or effect the other way, or a change in a side signal; inactive means no such curve, though single readings can be large or run the other way; the % refers to the polarisation; further: potency means the concentration at half of the fitted maximal effect; % of control where 0% means no effect; many of its hits are not listed in these tables
hERG WT inh: KCNH2 (human, wildtype) channel inhibition; activity change, % at 1.84 µM; AID 720551; hit rate 0.37% among 340,000; U2OS, BacMam KCNH2, thallium flux FluxOr; hits give low values; Q12809;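 active means maximum activity change below -70%; inconclusive means maximum activity change between -70% and -50%; inactive means maximum activity change above -50%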; further: on the % scale 0 is the no-effect control and ±100 the full control effect
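U2OS cells were transduced with wild-type KCNH2 virus (2.03 x 10^8 / mL) for 4 h at room temperature, then cultured overnight at 37 C. Thallium flux was read with FluxOr dye. Rate constants were normalized to DMSO controls.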
ASM inhibitor: inhibitors of human secretory acid sphingomyelinase; P17405; placental ASM, HMU-PC fluorogenic substrate, 60 min; Potency, µM (series often up to 57.5 µM), without a hit: at the highest dose activity change, negative = inhibition, most hits filed as inhibitors; hit rate 0.006% among 340,000; further: potency means the concentration at half of the fitted maximal effect
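qHTS format. ASM enzyme prepared from human placenta hydrolyses the fluorogenic substrate HMU-PC0 (9 uM final) over 60 min at 37 °C after a 10 min compound preincubation.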
Mito fusion yeast: blocks mitochondrial division or promotes mitochondrial fusion | AID 485298 | Potency, µM (highest dose often 46.1 µM), for the others: at the top dose growth rescue (activation), most hits filed as activators | S. cerevisiae fusion-defective mutant growth rescue, CellTiterGlo 48 h | hit rate 0.23% among 320,000;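 further: potency means the concentration at half of the fitted maximal effect; % of control where 0% means no effect; nearly all actives have a fitted effect of over 45% in size; temperature-sensitive fusion mutants such as fzo1-1 at 37 °C on non-fermentable ethanol glycerol medium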
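Read-out: ATP-based luminescence (CellTiterGlo, 10 min ambient) reporting growth of fusion-defective ts yeast after 48 hours at 37C on glycerol/ethanol YPEG medium in the presence of compound.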
GALK inh: galactokinase (human) inhibition | P51570 | Purified GALK, Kinase-Glo residual ATP luminescence | Potency, µM (series often up to 57.5 µM), inactives show at the highest dose activity change, negative = inhibition, hits mostly inhibitors | hit rate 0.007% among 270,000; further: potency means the concentration at half of the fitted maximal effect; on the % scale 0 is the no-effect control and ±100 the full control effect
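Kinase-Glo Plus luminescence measured ATP left after a 1 h room-temperature reaction. The reaction used 5 nM GALK, 100 uM galactose and 35 uM ATP at pH 8.0 (20 mM HEPES, 5 mM MgCl2, 60 mM NaCl, 1 mM DTT, 0.01% BSA).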
Eya2 inh: Eya2 (human) phosphatase inhibition; O00167; recombinant Eya2, OMFP fluorescence dephosphorylation (OMFP is methylfluorescein phosphate); Potency, µM (highest dose often 76.9 µM), without a hit: at the highest dose activity, negative = inhibition, most hits filed as inhibitors; hit rate 0.006% among 330,000; AID 488837; further: potency means the concentration at half of the fitted maximal effect; on the % scale 0 is the no-effect control and ±100 the full control effect
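Eya2 (0.2 uM) preincubated 10 min at ambient with compound, then OMFP substrate added at 50 uM; 10 min reaction in 50 mM HEPES pH 7.5, 50 mM NaCl, 5 uM MgCl2, 0.05% BSA, 1 mM DTT. Fluorescence read at Ex 485/Em 525 nm.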
MBNL1-CUG inh: MBNL1-poly(CUG) RNA binding inhibition; Q9NR56; TR-FRET MBNL1-His/biotin-(CUG)12 binding, 665/545 ratio; Potency, µM (titrated, usually from 57.5 µM), inactives show at the highest dose activity change, negative = inhibition, actives largely listed as inhibitors; hit rate 0.036% among 280,000; AID 2675; active means well fitted inhibition curve with a large enough effect in the signal ratio, with a control signal flat, not every such curve was filed as active; inconclusive means small, poorly fitted or top-dose-only effect, or effect the other way, or a change in a side signal; inactive means no such curve, though single readings can be large or run the other way; the % refers to the signal ratio; further: potency means the concentration at half of the fitted maximal effect; on the % scale 0 is the no-effect control and ±100 the full control effect
Target sequence (Q9NR56 whole entry, looked up): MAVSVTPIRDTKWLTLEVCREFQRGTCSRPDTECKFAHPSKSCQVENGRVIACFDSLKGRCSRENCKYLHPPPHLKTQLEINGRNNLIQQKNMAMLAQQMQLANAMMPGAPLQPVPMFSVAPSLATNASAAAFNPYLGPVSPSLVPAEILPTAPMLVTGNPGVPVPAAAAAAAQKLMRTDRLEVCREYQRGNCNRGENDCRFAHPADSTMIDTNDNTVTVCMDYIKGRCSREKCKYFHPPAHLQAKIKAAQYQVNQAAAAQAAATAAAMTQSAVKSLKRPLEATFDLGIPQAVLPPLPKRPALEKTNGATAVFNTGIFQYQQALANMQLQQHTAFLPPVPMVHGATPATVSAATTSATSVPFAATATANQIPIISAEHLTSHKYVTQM
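TR-FRET between His-tagged MBNL1 and biotin-(CUG)12 RNA, detected with Tb anti-His antibody (0.055 ng/ul) and streptavidin-XL665 (5 nM), 60 min at room temperature. Compounds titrated 92 nM to 58 uM; 665/545 nm ratio normalized to buffer and complex controls.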
Numbers without * were called inactive; ? = inconclusive; / = not tested or not shown; [ ] = another dose, or the depositor's remark. Unless noted, the call rests on the fitted dose curve; in most records, active means well fitted curve in the direction sought with a large enough effect; inconclusive means small, poorly fitted or top-dose-only effect, or another doubt; inactive means no such curve, though single readings can be large; an effect the other way counts as inactive or inconclusive.

SMILES	PKM2 activator	BCR signal inh	USP2a block	TSHR antag	Menin MLL FP TR	hERG WT inh	ASM inhibitor	Mito fusion yeast	GALK inh	Eya2 inh	MBNL1-CUG inh
O=C(c1cc([N+](=O)[O-])ccc1N1CCOCC1)N1CCN(c2ccccc2)CC1	7%	?	-8%	9	/	/	/	-1%	-4%	-15%	21%
O=C(COC(=O)c1oc2ccccc2c1CSc1ccc(Cl)cc1)NC1CCCC1	-2%	?	4%	-12	-6%	-9	-11%	7%	0%	7%	3%
COc1ccc2nc(C)cc(SCC(=O)N/N=C/c3c(OC)ccc4ccccc34)c2c1	1%	2%	?	7	2%	17	-1%	4%	1%	4%	/
NS(=O)(=O)c1ccc2nc(NC(=O)c3ccc(Br)o3)sc2c1	5%	?	0%	1	0%	/	-1%	1%	1%	-10%	57%[activator]
COc1ccc(C)cc1S(=O)(=O)n1nc(C)cc1C	-1%	4%	-1%	-3	4%	-8	0%	1%	0%	-8%	1%
CCOC(=O)c1cnn(CCOC(=O)c2cccs2)c1NC(=O)c1cccs1	0%	-5%	0%	12	19%	-1	4%	1%	3%	19%	-10%
N#C/C(=C\Nc1ccc2cn[nH]c2c1)c1nc(-c2ccc(Cl)cc2)cs1	-5%	?	-1%	9	?	-7	-4%	-8%	-2%	-1%	8%
C=CCSc1ncccc1C(=O)O	-1%	?	3%	9	2%	10	6%	3%	1%	-3%	-5%
Cc1ccc(NC(=O)CCc2nc(-c3cccs3)no2)c(Br)c1	/	-1%	1%	-13	?	-18	-8%	-11%	0%	-1%	2%
NS(=O)(=O)c1ccc(NC(=O)COC(=O)COc2ccc3ccccc3c2)cc1	3%	1%	-4%	-10	?	-2	-1%	3%	0%	13%	3%
CCn1nnnc1SCC(=O)Nc1sc(C)c(C)c1C#N	2%	9%	1%	-8	/	-14	-1%	0%	-4%	13%	-1%
Cc1cccc(NC(=O)c2nc[nH]c2C(=O)N[C@@H](Cc2ccccc2)C(=O)OCc2ccccc2)c1	-2%	-2%	-13%	-1	/	/	-13%	14%	4%	-21%	-6%
CC(=O)c1ccc(NC(=O)CC(NCCC2=CCCCC2)C(=O)O)cc1 (stereo not drawn)	2%	2%	?	-6	-7%	4	-2%	-3%	1%	-1%	-6%
CNS(=O)(=O)c1cccc(C(=O)NNC(=O)CN(C)S(=O)(=O)c2ccc(Cl)cc2)c1	/	-17%	1%	2	/	-3	-2%	2%	/	-20%	/
COC(=O)c1ccc(NCC(=O)Nc2cc(C)cc(C)c2)cc1	3%	-8%	-1%	7	/	-6	3%	2%	0%	-1%	6%
C=CCSc1nc2sc3c(c2c(=O)n1CC)CCc1ccccc1-3	5%	-1%	-6%	7	2%	5	0%	-1%	-2%	16%	-2%
COc1ccc(C(C)=O)cc1CSc1nncn1-c1ccccc1	-6%	-2%	-1%	-2	-11%	-4	2%	0%	0%	13%	-12%
COc1cc(C)c(S(=O)(=O)NCc2cccnc2)cc1C	2%	-1%	-2%	15	-10%	-13	0%	1%	5%	-22%	-6%
Cc1cc(=O)[nH]c(SCc2nc3ccc([N+](=O)[O-])cc3[nH]2)n1	?	5%	1%	-5	10%	10	0%	-5%	2%	7%	/
CC(C)COc1ccc(C(=O)Nc2ccc(NC(=O)c3ccco3)c(Cl)c2)cc1	-4%	?	5%	5	4%	-4	5%	-2%	1%	-19%	-4%
Nc1cccc(S(=O)(=O)Nc2ccc(SC(F)F)cc2)c1	14µM*	9%	-1%	-2	/	1	-3%	11%	-1%	6%	-5%
CC(=O)c1cccc(N(CC(=O)Nc2cccnc2)S(C)(=O)=O)c1	-3%	0%	0%	6	-3%	-10	2%	-4%	-2%	-3%	1%
CCC1=NN2C(=N)/C(=C/c3ccc(OS(=O)(=O)c4ccc(C)cc4)c(OC)c3)C(=O)N=C2S1	15%	11%	-1%	-9	-2%	0	-5%	0%	3%	-4%	-2%
COc1ccc(-c2[nH]c(-c3ccc(C)cc3)nc2SCC(=O)NC2CCCC2)cc1	-2%	?	-5%	4	?	2	-11%	?	/	-14%	5%
Cc1cc(C)cc(OCC(=O)NC2CCCc3ccccc32)c1 (stereo not drawn)	-11%	9%	-7%	39	-8%	-1	6%	22%	0%	-5%	-17%

Next part:
SMILES	PKM2 activator	BCR signal inh	USP2a block	TSHR antag	Menin MLL FP TR	hERG WT inh	ASM inhibitor	Mito fusion yeast	GALK inh	Eya2 inh	MBNL1-CUG inh
O=C(Oc1ccccc1-c1nnco1)c1ccccc1	3%	/	/	/	-10%	-8	1%	-4%	1%	/	-12%
O=C(COC(=O)c1cc(-c2ccccc2)nc2ccccc12)Nc1ccc2c(c1)OCO2	5%	-8%	-2%	3	?	-7	-7%	-4%	-1%	0%	6%
N#CC1=C(Nc2ccccc2)SC=C(c2ccc(Br)cc2)N=C1N1CCOCC1	7%	1%	1%	?	-4%	-12	-2%	3%	0%	-8%	4%
Cc1ccc(Cn2ccc(O)c(Cc3ccccc3)c2=O)cc1	2%	-1%	12%	5	50%[activator]	-1	-2%	-2%	1%	2%	-1%
COc1cc([C@@H]2CC=C(C(=O)O)[C@H](c3cccc(Cl)c3)N2S(=O)(=O)c2ccc(C)cc2)cc(OC)c1OC	/	9%	3%	-3	/	4	5%	2%	/	-2%	/
CC1CN(C(=S)NC(=O)C2CCCCC2)CC(C)O1 (stereo not drawn)	0%	-2%	0%	4	-3%	-2	-1%	-8%	2%	-1%	-16%
COc1cc(Br)cc(/C=C/c2ccc3cccc(O)c3n2)c1O	/	?	-3%	12	?	-7	0%	5%	5%	3%	3%
CCOC(=O)c1cc2c(n(-c3ccccc3)c1=O)CC(C)(C)CC2=O	-8%	?	1%	-4	-3%	-16	4%	0%	0%	-4%	0%
COc1cc(/C=N\Nc2nc3ccccc3o2)cc(OC)c1OC	11%	?	0%	-20	28%	-13	3%	-5%	-3%	4%	?
Cc1ccc(C(=O)N(CN2CCCC2=O)c2ccccc2)cc1C	-2%	0%	2%	-4	0%	-11	7%	1%	-1%	3%	-4%
COc1ccc(/C=C/C(=O)OCC(=O)NC(C)CCc2ccccc2)cc1 (stereo not drawn)	/	-1%	0%	1	/	-35	-5%	/	/	-13%	/
CC(OC(=O)C1CCN(S(=O)(=O)c2ccccc2C(F)(F)F)CC1)C(=O)N(C)Cc1ccccc1 (stereo not drawn)	4%	4%	-7%	-6	/	-9	-3%	2%	-5%	-7%	-2%
CC(C)(CN=C1NS(=O)(=O)c2ccccc21)CNC(=O)CN1C(=O)c2ccccc2C1=O	-14%	1%	-2%	45	10%	1	-3%	5%	0%	-2%	?
Cc1ccccc1-n1c(=O)cc(N2CCN(C(=O)c3ccco3)CC2)[nH]c1=O	-2%	0%	2%	8	6%	-1	2%	0%	1%	0%	?
Cc1ccccc1CN1CCCC(C(=O)Nc2ccccc2Oc2cccnc2)C1 (stereo not drawn)	0%[0.46 µM]	1%	-1%	15	-10%	18	1%	-1%	-1%	-7%	-4%
O=C(CS(=O)(=O)c1cn(Cc2ccccc2Cl)c2ccccc12)N1CCOCC1	-4%	2%	0%	1	-4%	5	2%	0%	0%	4%	7%
CCOC(=O)C1CCN(CC(O)COc2ccc(C(C)=O)cc2)CC1 (stereo not drawn)	0%	-7%	5%	1	-1%[11.7 µM]	13	9%	-2%	3%	-8%	-6%
Cc1ncc(CN2CCC(C(=O)Nc3ccc(Oc4cccnc4)cc3)CC2)cn1	0%	-2%	2%	-6	-2%	12	0%	-1%	-3%	7%	1%
CC1C(=O)NN=C1C(=O)N/N=C\C(Br)=C\c1ccccc1 (stereo not drawn)	-17%	?	0%	22	13%	1	2%	3%	4%	-8%	?

This is a subset; rates above refer to the full screens.
